Source: PubChem BioAssay
N-glyco inh – N-linked glycosylation inhibition | AID 588692 | D54 ERlucT glycosylation luciferase reporter, 24 h; percent of 100 nM tunicamycin response | reporter increase, % at 12.5 µM | 360,000 compounds, 0.23% hits;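 active = mean luciferase reporter signal, scaled so untreated is 0 and the glycosylation-blocking control 100, at or above a set limit in every replicate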;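 note: luciferase carries N-glycosylation sites so blocking glycosylation raises the light; 0% = median of neutral control wells and 100% = median of 100 nM tunicamycin wells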
ABHD5 PLIN5 PPI – ABHD5-PLIN5 protein interaction inhibition; inhibition, % at 4 µM; 360,000 compounds, 0.78% hits; Q00G26+Q8WTS1; AID 602281; Split G. princeps luciferase complementation, luminescence, 4 h;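 active = inhibition above the mean inhibition across every tested compound plus 3 SD, cut at about 22% in these data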;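 note: 0% = DMSO only wells and the 100% control is not disclosed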
TLR9-MyD88 block – blocks human TLR9 binding to MyD88; Q9NR96+Q99836; CHO BLA complementation TLR9-MyD88, CCF4 FRET ratio; inhibition, % at 4.98 µM; 340,000 compounds, 0.21% hits;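 active = inhibition above the mean over all tested compounds plus 3 SD, cut at about 21% in these data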;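 note: 0% = DMSO only wells and 100% = clavulanate BLA inhibitor control wells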
Target sequence (Q99836 whole entry, looked up): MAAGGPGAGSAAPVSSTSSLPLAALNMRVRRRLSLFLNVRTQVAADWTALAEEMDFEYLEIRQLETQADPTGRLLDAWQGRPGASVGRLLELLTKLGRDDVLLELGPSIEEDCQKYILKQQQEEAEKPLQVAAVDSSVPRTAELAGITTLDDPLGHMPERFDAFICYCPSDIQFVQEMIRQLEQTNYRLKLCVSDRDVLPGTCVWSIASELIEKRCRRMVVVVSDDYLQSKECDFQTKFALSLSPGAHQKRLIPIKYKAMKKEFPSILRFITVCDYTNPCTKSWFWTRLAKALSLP
Target sequence (Q9NR96 whole entry, looked up): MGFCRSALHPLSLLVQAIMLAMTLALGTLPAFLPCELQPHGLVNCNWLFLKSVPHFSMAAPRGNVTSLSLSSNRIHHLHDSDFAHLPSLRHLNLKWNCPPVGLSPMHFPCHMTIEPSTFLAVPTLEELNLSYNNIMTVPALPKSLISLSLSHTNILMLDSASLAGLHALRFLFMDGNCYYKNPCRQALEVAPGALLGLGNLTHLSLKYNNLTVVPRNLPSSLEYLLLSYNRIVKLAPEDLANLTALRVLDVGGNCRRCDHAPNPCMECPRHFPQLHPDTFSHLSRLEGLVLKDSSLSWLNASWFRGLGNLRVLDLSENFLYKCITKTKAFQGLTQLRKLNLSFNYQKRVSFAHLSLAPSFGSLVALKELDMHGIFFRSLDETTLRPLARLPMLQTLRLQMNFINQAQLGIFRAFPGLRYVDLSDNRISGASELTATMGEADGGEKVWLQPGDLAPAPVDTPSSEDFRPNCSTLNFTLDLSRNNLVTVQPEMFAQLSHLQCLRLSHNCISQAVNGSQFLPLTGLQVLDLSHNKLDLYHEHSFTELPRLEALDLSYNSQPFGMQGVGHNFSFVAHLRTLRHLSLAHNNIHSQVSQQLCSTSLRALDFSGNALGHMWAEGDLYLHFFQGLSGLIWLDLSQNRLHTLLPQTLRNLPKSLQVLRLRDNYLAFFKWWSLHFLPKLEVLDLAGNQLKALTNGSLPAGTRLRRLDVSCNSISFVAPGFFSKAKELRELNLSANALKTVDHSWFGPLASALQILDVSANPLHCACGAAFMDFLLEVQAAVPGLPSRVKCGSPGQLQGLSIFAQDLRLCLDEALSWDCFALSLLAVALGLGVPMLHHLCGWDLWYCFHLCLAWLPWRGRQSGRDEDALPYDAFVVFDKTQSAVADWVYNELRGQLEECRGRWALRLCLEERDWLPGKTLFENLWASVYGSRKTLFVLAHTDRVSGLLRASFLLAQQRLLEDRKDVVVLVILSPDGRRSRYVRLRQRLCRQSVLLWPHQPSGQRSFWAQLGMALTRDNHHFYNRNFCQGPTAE
SRC2 inh – inhibits human steroid receptor coactivator 2. HEK293 GAL4-SRC2 luciferase reporter, luminescence. inhibition, % at 9 µM. 370,000 compounds, 0.17% hits;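 active = inhibition above the mean inhibition of all tested compounds plus 3 SD, set per campaign, cut at about 52% in these data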;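 note: 0% = DMSO treated cells and 100% = cells given Gossypol at 36 µM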
HTR2A ag – activates the mouse 5-HT2A serotonin receptor | CHO-K1 mHTR2A beta-arrestin complementation, luminescence; percent of 30 µM serotonin response | activation, % at 7.6 µM | 360,000 compounds, 0.66% hits | AID 624169;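 active = activation above a run cutoff, the mean activation of all tested compounds plus 3 SD, cut at about 14% in these data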;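 note: 0% = plate median of compound wells and 100% = 30 µM serotonin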
ABCB6 inh 2 – human ABCB6 transporter inhibition; AID 602162; K562-ABCB6 porphyrin accumulation, flow cytometry, 1 h; hits give low values; Q9NP58; 360,000 compounds, 0.19% hits; fluorescence ratio to DMSO, % at 10 µM;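 active = fluorescence ratio to DMSO below 75%, the collection mean minus 3 SD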;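 note: signal is porphyrin accumulated inside mitochondria; 100% equals median channel fluorescence of DMSO control wells; lower ratio means ABCB6 inhibition with less porphyrin fluorescence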
MC4R antagonist – human MC4R antagonism in cAMP assay. MC4R-expressing cells, MTII-stimulated cAMP, LANCE TR-FRET. inhibition, % at 6.5 µM. 360,000 compounds, 0.48% hits. AID 540295;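 active = inhibition above its plate's cutoff, the mean of tested wells on that plate plus 3 SD, cut at about 29% in these data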;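 note: 0% = Melanotan II alone and 100% = Melanotan II plus saturating MCL0020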
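Assay system: human MC4R-expressing U2OS cells; reagent: Melanotan II stimulation of cells; dosing: 6.5 µM single dose; timing: compound 30 min, challenge 1 h, detection 1 h; signal: TR-FRET cAMP assay; replicates: one well per compound, no replicates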
NOD2-RIPK2 inh – blocks binding of human NOD2 to RIPK2 | AID 624267 | 360,000 compounds, 0.38% hits | inhibition, % at 4.98 µM | CHO BLA complementation NOD2-RIPK2, CCF4 ratio | O43353; in the data active = inhibition above about 21%;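 note: 0% = vehicle only and 100% = reference blocker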
Cardio protect – modulators protecting cardiomyocytes from myocardial damage | H9c2 cardiomyocytes, H2O2 injury protection, ATPLite, 2 h | protection from H2O2 cell death, % at 20 µM | 360,000 compounds, 0.63% hits | AID 588492;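 active = compounds giving at least 50% protection of heart cells from peroxide-induced death in the single-dose screen, raw or plate-pattern-corrected value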;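 note: 0% = DMSO wells with peroxide and 100% = DMSO wells without peroxide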
MC4R ag barr – human MC4R agonism via beta-arrestin; P32245; activation, % at 8.9 µM; U2OS MC4R beta-arrestin complementation, luminescence; percent of melanotan II response, DMSO zero; 360,000 compounds, 0.98% hits;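 active = activation above a per-plate cutoff, the mean activation of sample wells on that plate plus 3 SD, cut at about 8% in these data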
* = called active by the depositor. Not all compounds are listed; rates above refer to the full screens.

Screening Cc1ccc(S(=O)(=O)CCC(=O)NCc2ccc(Cl)cc2)cc1 returned N-glyco inh 2, ABHD5 PLIN5 PPI 0, TLR9-MyD88 block 7, SRC2 inh 6, HTR2A ag 2, ABCB6 inh 2 96, MC4R antagonist 3, NOD2-RIPK2 inh -17, Cardio protect 5 and MC4R ag barr -1.1.
Screening COc1cccc(/C=N/n2c(COc3ccccc3)n[nH]c2=S)c1O returned N-glyco inh 2, ABHD5 PLIN5 PPI -5, TLR9-MyD88 block -16, SRC2 inh -11, HTR2A ag 8, ABCB6 inh 2 96, MC4R antagonist 6, NOD2-RIPK2 inh -3, Cardio protect 4 and MC4R ag barr -2.8.
For Cc1ccc(CNC(=O)CN(C(=O)C2(C)CC(=O)N=C3C=CC=CN32)c2ccc(F)cc2)cc1 (centres undefined) the results were N-glyco inh 3, ABHD5 PLIN5 PPI -6, TLR9-MyD88 block 2, SRC2 inh -2, HTR2A ag -6, ABCB6 inh 2 101, MC4R antagonist 7, NOD2-RIPK2 inh -2, Cardio protect 7 and MC4R ag barr -1.4.
For S=c1[nH]nc(COc2ccccc2)n1/N=C/c1ccc(Cl)cc1Cl the results were N-glyco inh 1, ABHD5 PLIN5 PPI 7, TLR9-MyD88 block 4, SRC2 inh -1, HTR2A ag 3, ABCB6 inh 2 99, MC4R antagonist 10, NOD2-RIPK2 inh -15, Cardio protect -8 and MC4R ag barr 8.1.
Screening Cc1ccc(-n2nc3c(c2NC(=O)c2c(F)cccc2Cl)CS(=O)(=O)C3)cc1C returned N-glyco inh 2, ABHD5 PLIN5 PPI -1, TLR9-MyD88 block 22*, SRC2 inh 0, HTR2A ag -5, ABCB6 inh 2 100, MC4R antagonist 8, NOD2-RIPK2 inh 21, Cardio protect 2 and MC4R ag barr -2.2.
COc1cc(NS(=O)(=O)c2cn(C)cn2)cc(OC)c1OC was read as N-glyco inh 3, ABHD5 PLIN5 PPI -8, TLR9-MyD88 block -7, SRC2 inh 12, HTR2A ag -1, ABCB6 inh 2 99, MC4R antagonist 10, NOD2-RIPK2 inh -11, Cardio protect -2 and MC4R ag barr -3.8.
Screening COc1cc2c(cc1OC)CC(C(=O)NCc1ccccc1)NC2 (centres undefined) returned N-glyco inh 1, ABHD5 PLIN5 PPI -1, TLR9-MyD88 block -4, SRC2 inh -4, HTR2A ag 7, ABCB6 inh 2 96, MC4R antagonist 7, NOD2-RIPK2 inh -9, Cardio protect 6 and MC4R ag barr -0.9.
`O=C(NCCC1=CCCCC1)c1cccc2c1C(=O)N(C1CCCCC1)C2` gave N-glyco inh -5, ABHD5 PLIN5 PPI 2, TLR9-MyD88 block -9, SRC2 inh -9, HTR2A ag -1, ABCB6 inh 2 101, MC4R antagonist -6, NOD2-RIPK2 inh -17, Cardio protect 6 and MC4R ag barr -0.3.
Screening COc1ccc(OC)c(C2NC(=O)NC(C)=C2C(=O)OCc2ccccc2)c1 (centres undefined) returned N-glyco inh 0, ABHD5 PLIN5 PPI 4, TLR9-MyD88 block -3, SRC2 inh 2, HTR2A ag -1, ABCB6 inh 2 99, MC4R antagonist -4, NOD2-RIPK2 inh -10, Cardio protect -1 and MC4R ag barr -0.6.
For CNc1c([N+](=O)[O-])cnn1-c1ccc(F)cc1 the results were N-glyco inh -1, ABHD5 PLIN5 PPI 1, TLR9-MyD88 block 1, SRC2 inh -19, HTR2A ag -1, ABCB6 inh 2 103, MC4R antagonist -11, NOD2-RIPK2 inh 4, Cardio protect -7 and MC4R ag barr -1.6.
For Cn1cnc2cc(NC(=O)COc3ccccc3)ccc21 the results were N-glyco inh -4, ABHD5 PLIN5 PPI -3, TLR9-MyD88 block 4, SRC2 inh -36, HTR2A ag 0, ABCB6 inh 2 95, MC4R antagonist 0, NOD2-RIPK2 inh -4, Cardio protect -1 and MC4R ag barr 0.2.
`O=[N+]([O-])c1ccc(-n2cccn2)c(-c2nn[nH]n2)c1` gave N-glyco inh 0, ABHD5 PLIN5 PPI -4, TLR9-MyD88 block 13, SRC2 inh -6, HTR2A ag 5, ABCB6 inh 2 98, MC4R antagonist 8, NOD2-RIPK2 inh 1, Cardio protect 5 and MC4R ag barr -3.2.
Screening CC(C)N(C)c1ncnc2c1ncn2[C@H]1CN(Cc2cccnc2)C[C@@H](CO)O1 returned N-glyco inh 0, ABHD5 PLIN5 PPI -5, SRC2 inh -15, HTR2A ag 3, ABCB6 inh 2 94, MC4R antagonist 9, NOD2-RIPK2 inh -10, Cardio protect -5 and MC4R ag barr 0.5.
COC(=O)CSc1nc2[nH]ncc2c(=O)[nH]1 was read as N-glyco inh 2, ABHD5 PLIN5 PPI -2, TLR9-MyD88 block -9, SRC2 inh -40, HTR2A ag 5, ABCB6 inh 2 96, MC4R antagonist 20, NOD2-RIPK2 inh 0, Cardio protect 9 and MC4R ag barr -0.7.
For CC(NC(=O)NC12CC3CC(CC(C3)C1)C2)c1ccc2c(c1)OCO2 (centres undefined) the results were N-glyco inh -3, ABHD5 PLIN5 PPI -7, TLR9-MyD88 block -6, SRC2 inh 10, HTR2A ag 1, ABCB6 inh 2 98, MC4R antagonist 5, NOD2-RIPK2 inh -6, Cardio protect -6 and MC4R ag barr 0.2.
Screening CC(C)c1ccc(NC(=O)Nc2nc(C(N)c3ccccc3Cl)cs2)cc1 (centres undefined) returned N-glyco inh -6, ABHD5 PLIN5 PPI -10, SRC2 inh -13, HTR2A ag -1, ABCB6 inh 2 94, MC4R antagonist 8, NOD2-RIPK2 inh 0, Cardio protect -26 and MC4R ag barr 3.5.
Screening CCC(C)NC(=O)CCc1nnc2ccc(N3CCC(C)CC3)nn12 (centres undefined) returned N-glyco inh 1, ABHD5 PLIN5 PPI 1, TLR9-MyD88 block -7, SRC2 inh -10, HTR2A ag 1, ABCB6 inh 2 61*, MC4R antagonist 4, NOD2-RIPK2 inh 2, Cardio protect 2 and MC4R ag barr 0.5.
Screening Cn1cnnc1SCCCN1C(=O)c2cccc3cccc(c23)C1=O returned N-glyco inh 4, ABHD5 PLIN5 PPI 2, TLR9-MyD88 block -6, SRC2 inh -43, HTR2A ag -2, ABCB6 inh 2 97, MC4R antagonist 10, NOD2-RIPK2 inh 0, Cardio protect 10 and MC4R ag barr 1.4.
`Cn1c(=S)c2[nH]c(SCCN3CCCC3)nc2n(C)c1=O` gave N-glyco inh 2, ABHD5 PLIN5 PPI 6, TLR9-MyD88 block -8, SRC2 inh 4, HTR2A ag -5, ABCB6 inh 2 95, MC4R antagonist 10, NOD2-RIPK2 inh 8, Cardio protect -2 and MC4R ag barr -0.1.
Screening COCCN(C(=O)COC(=O)c1cccnc1Cl)c1c(N)n(Cc2ccccc2)c(=O)[nH]c1=O returned N-glyco inh 2, ABHD5 PLIN5 PPI 7, TLR9-MyD88 block -1, SRC2 inh -7, HTR2A ag 4, ABCB6 inh 2 100, MC4R antagonist 1, NOD2-RIPK2 inh 1, Cardio protect 4 and MC4R ag barr -0.9.
`CC(=O)Nc1ccc(Nc2c([N+](=O)[O-])cc(S(C)(=O)=O)cc2[N+](=O)[O-])cc1` gave N-glyco inh 2, ABHD5 PLIN5 PPI 0, TLR9-MyD88 block 1, SRC2 inh -15, HTR2A ag 3, ABCB6 inh 2 103, MC4R antagonist -4, NOD2-RIPK2 inh -9, Cardio protect -4 and MC4R ag barr -1.6.
For Cc1c(NC(=O)c2cc(-c3ccc(Cl)c(Cl)c3)on2)c(=O)n(-c2ccccc2)n1C the results were N-glyco inh -3, ABHD5 PLIN5 PPI 5, TLR9-MyD88 block -6, SRC2 inh 4, HTR2A ag 2, ABCB6 inh 2 92, MC4R antagonist 11, NOD2-RIPK2 inh -14, Cardio protect -2 and MC4R ag barr -1.6.
COCCNc1nc(NCc2ccccc2F)c2sccc2n1 was read as N-glyco inh -3, ABHD5 PLIN5 PPI 8, SRC2 inh 5, HTR2A ag -8, ABCB6 inh 2 91, MC4R antagonist 4, NOD2-RIPK2 inh -7, Cardio protect -19 and MC4R ag barr 0.4.
`CC(C)(C)CC(=O)NCc1cccs1` gave N-glyco inh -2, ABHD5 PLIN5 PPI 4, TLR9-MyD88 block 0, SRC2 inh 8, HTR2A ag 2, ABCB6 inh 2 90, MC4R antagonist 6, NOD2-RIPK2 inh -13, Cardio protect -5 and MC4R ag barr -2.1.
`COc1ccccc1NS(=O)(=O)c1ccc(-c2cnc(C3CC3)o2)cc1` gave N-glyco inh 12, ABHD5 PLIN5 PPI 3, TLR9-MyD88 block 1, SRC2 inh 1, HTR2A ag -9, ABCB6 inh 2 107, MC4R antagonist -18, NOD2-RIPK2 inh 13, Cardio protect -7 and MC4R ag barr 0.5.
Cc1onc(-c2ccc(Cl)cc2Cl)c1-c1csc(N/N=C/c2ccccc2)n1 was read as N-glyco inh -7, ABHD5 PLIN5 PPI 2, TLR9-MyD88 block -3, SRC2 inh -20, HTR2A ag 5, ABCB6 inh 2 88, MC4R antagonist 4, NOD2-RIPK2 inh -4, Cardio protect -13 and MC4R ag barr 0.2.
C/C(=N/NC(=O)c1ccncc1)c1ccc2c(c1)OCO2 was read as N-glyco inh 1, ABHD5 PLIN5 PPI 7, TLR9-MyD88 block 0, SRC2 inh 1, HTR2A ag -4, ABCB6 inh 2 99, MC4R antagonist 19, NOD2-RIPK2 inh -3, Cardio protect -1 and MC4R ag barr -0.5.
`Cc1ccc(CNS(=O)(=O)c2ccc3c(c2)N(C)CCO3)cc1` gave N-glyco inh -2, ABHD5 PLIN5 PPI 4, TLR9-MyD88 block 8, SRC2 inh 0, HTR2A ag 2, ABCB6 inh 2 96, MC4R antagonist -2, NOD2-RIPK2 inh -4, Cardio protect -9 and MC4R ag barr -2.2.
`O=C1c2cccc3c(N4CCCCC4)ccc(c23)C(=O)N1CCO` gave N-glyco inh 2, ABHD5 PLIN5 PPI 0, TLR9-MyD88 block 13, SRC2 inh -27, HTR2A ag 2, ABCB6 inh 2 112, MC4R antagonist -30, NOD2-RIPK2 inh 21, Cardio protect -16 and MC4R ag barr -1.3.
`Cc1cc(C)c(C(=O)C(C)OC(=O)C2=COCCO2)cc1C` (centres undefined) gave N-glyco inh 1, ABHD5 PLIN5 PPI -2, TLR9-MyD88 block 1, SRC2 inh 3, HTR2A ag 6, ABCB6 inh 2 97, MC4R antagonist -2, NOD2-RIPK2 inh -7, Cardio protect 4 and MC4R ag barr -2.2.

Looked up one by one from above (2):
`Cc1cc(C)c(C(=O)C(C)OC(=O)C2=COCCO2)cc1C` (centres undefined) gave N-glyco inh 1, ABHD5 PLIN5 PPI -2, TLR9-MyD88 block 1, SRC2 inh 3, HTR2A ag 6, ABCB6 inh 2 97, MC4R antagonist -2, NOD2-RIPK2 inh -7, Cardio protect 4 and MC4R ag barr -2.2.
`CC(C)(C)CC(=O)NCc1cccs1` gave N-glyco inh -2, ABHD5 PLIN5 PPI 4, TLR9-MyD88 block 0, SRC2 inh 8, HTR2A ag 2, ABCB6 inh 2 90, MC4R antagonist 6, NOD2-RIPK2 inh -13, Cardio protect -5 and MC4R ag barr -2.1.
